Screening data (PubChem)
HCV inhibitor: qHTS Assay for Inhibitors of Hepatitis C Virus (HCV). Huh7.5.1 HCVcc-Cre infection, luciferase reporter, 44 h. actives 3.4% (n = 340,000). Potency, µM (top dose mostly 41.8 µM), without a hit: at the highest dose activity change, negative = inhibition, usual class: inhibitors. AID 651820, 2012; further: potency means the concentration at half of the fitted maximal effect
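Cells (1,000/well) were plated 4 h before compound, then infected with HCVcc-Cre virus (~0.5 moi). After 44 h further culture, infection was read as luciferase luminescence following a 15 min substrate incubation at room temperature.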
AMA1-RON2 inh: qHTS for Inhibitors of AMA1-RON; Towards Development of Antimalarial Drug Lead: Primary Screen; Potency, µM (series often up to 58.2 µM), for inactives: at the highest dose activity change, negative = inhibition, actives largely listed as inhibitors; AID 720542, 2013; Plasmodium falciparum AMA1 (3D7) - RON2 peptide interaction; actives 0.2% (n = 360,000); AlphaScreen AMA1-biotinylated RON2 peptide binding;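 further: potency means the concentration at half of the fitted maximal effect; 0% = vehicle wells and -100% = peptide control; nearly all actives have a fitted effect of over 45% in size; some results filed as inactive show a strong effect at the top dose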
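AMA1 (3D7) with his tag at 25 nM final met compounds first, then biotinylated RON2 peptide at 25 nM; detection used donor plus acceptor beads, 10 µg/mL apiece, read by AlphaScreen after 30 min at room temperature.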
FBPA Giardia inh: qHTS Assay for Inhibitors of Fructose-1,6-bisphosphate Aldolase from Giardia Lamblia; purified Giardia FBPA; AID 2451, 2010; actives 0.71% (n = 290,000); A8B2U2; Potency, µM (top dose mostly 59.6 µM), for inactives: top-dose activity, negative = inhibition, hits mostly inhibitors; further: potency means the concentration at half of the fitted maximal effect; nearly all actives have a fitted effect of over 55% in size
Target sequence (A8B2U2 whole entry, looked up): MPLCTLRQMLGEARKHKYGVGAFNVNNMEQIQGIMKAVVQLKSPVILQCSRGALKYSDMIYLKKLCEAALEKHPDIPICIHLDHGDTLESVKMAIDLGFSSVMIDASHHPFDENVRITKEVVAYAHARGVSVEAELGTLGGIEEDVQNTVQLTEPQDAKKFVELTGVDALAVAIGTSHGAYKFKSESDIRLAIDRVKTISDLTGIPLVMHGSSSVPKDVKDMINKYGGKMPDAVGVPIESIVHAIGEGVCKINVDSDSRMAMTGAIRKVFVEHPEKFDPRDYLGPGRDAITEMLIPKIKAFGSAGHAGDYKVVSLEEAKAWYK
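Giardia FBPA (40 nM reagent) was preincubated 10 min at RT with compound (up to 57.5 uM final), then substrate plus GAPDH/TPI/NAD/arsenate coupling system with diaphorase/resazurin was added; resorufin fluorescence (525/598 nm) was read after 20 min.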
HCMV antiviral: qHTS Assay for inhibitors of the human cytomegalovirus (HCMV); HFF cells, HCMV-luciferase reporter, 72 h; hits give low values; activity change, negative = inhibition, % at 57.5 µM; actives 4.5% (n = 410,000); in the data active means activity change below about -60%; inconclusive means no clear call, values can overlap the other calls; inactive means above about -39%
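Steps: HFFs plated, 16 h 37C; compounds added; HCMV-luciferase added to MOI 1 PFU/cell; 72 h 37C; OneGlo reagent, 5 min room temperature; luminescence read, normalized to controls.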
Sm TGR inh: qHTS Assay for the Inhibitors of Schistosoma Mansoni Peroxiredoxins; Schistosoma mansoni thioredoxin glutathione reductase (TGR), Q962Y6; purified TGR, DTNB reduction, TNB absorbance 405 nm; Potency, µM (titrated, usually from 114 µM), inactives show at the highest dose activity change, negative = inhibition, usual class: inhibitors; actives 3% (n = 360,000); AID 485364, 2010; further: potency means the concentration at half of the fitted maximal effect; nearly all actives have a fitted effect of over 60% in size
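First, TGR (20 nM dispensed) and NADPH were mixed with compound. Second, a 15 min room-temperature incubation followed. Third, further NADPH and then DTNB were added to start the reaction. Finally, TNB absorbance was monitored kinetically.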
AmpC inh detg: qHTS Inhibitors of AmpC Beta-Lactamase (assay with detergent); Potency, µM (top dose mostly 114 µM), for inactives: at the highest dose activity change, negative = inhibition, actives largely listed as inhibitors; AmpC hydrolysis of nitrocefin, absorbance 480 nm, 0.01% Triton; P00811; actives 0.041% (n = 370,000); AID 485294, 2010;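 further: potency means the concentration at half of the fitted maximal effect; 0% = no-compound wells and -100% = no-enzyme wells; nearly all actives have a fitted effect of over 25% in size; some results filed as inactive show a strong effect at the top dose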
Target sequence (P00811 whole entry, looked up): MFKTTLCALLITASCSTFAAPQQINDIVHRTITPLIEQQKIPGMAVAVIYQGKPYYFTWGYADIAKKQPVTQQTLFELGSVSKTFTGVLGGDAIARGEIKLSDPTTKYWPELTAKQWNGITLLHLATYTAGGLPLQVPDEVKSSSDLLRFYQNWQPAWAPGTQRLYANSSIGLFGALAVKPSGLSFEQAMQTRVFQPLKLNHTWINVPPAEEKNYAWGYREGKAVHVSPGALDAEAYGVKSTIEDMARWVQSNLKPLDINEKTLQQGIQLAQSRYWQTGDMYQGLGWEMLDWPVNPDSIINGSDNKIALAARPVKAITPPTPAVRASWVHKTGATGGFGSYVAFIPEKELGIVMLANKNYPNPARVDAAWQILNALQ
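20 mM phosphate pH 7.0 + 0.01% (detergent screen) or 0.0001% Triton X-100; 5.3 nM AmpC reagent; cpd preinc 15 min RT; nitrocefin (800 uM stock) to start; A480 q20 s × 4 min; Activity was normalised to no-enzyme and no-compound control wells.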
The depositor's hits bear a star; ? = inconclusive; . = not tested or not shown; [ ] = another dose, or the depositor's remark. Unless noted, the call rests on the fitted dose curve; in most records, active means well fitted curve in the direction sought with a large enough effect; inconclusive means small, poorly fitted or top-dose-only effect, or another doubt; inactive means no such curve, though single readings can be large; an effect the other way counts as inactive or inconclusive. Unless noted, on the % scale 0 is the no-effect control and ±100 the full control effect.

Under each structure – HCV inhibitor	AMA1-RON2 inh	FBPA Giardia inh	HCMV antiviral	Sm TGR inh	AmpC inh detg
CC1(C)CC(c2nc(-c3ccccc3)cs2)CCS1 (stereo unspecified)
→ -20%	11%	1%	-30	-2%	-8%
Cc1cc(C)nc(NS(=O)(=O)c2ccc(NC(=O)c3ccccc3C)cc2)n1
→ 1%	3%	?	87	3%	?
CC(c1nccs1)N(C)C(=O)CCc1nnc(-c2ccc(-c3ccccc3)cc2)o1 (stereo unspecified)
→ ?	-10%	-1%	0	2%	7%
Cc1ccc(NC(=O)CN(C)S(=O)(=O)c2ccc3c(c2)CCC(=O)N3)c(C)c1
→ .	.	.	0	-8%	16%
COc1ccc(CCC(=O)Nc2ccc(Cl)c(S(=O)(=O)N3CCCC3)c2)cc1
→ 5.6µM*	-21%	0%	-103*	2%	2%
Cc1ccc(Cl)cc1NC(=O)COC(=O)c1ccc(COc2ccc3c(C)cc(=O)oc3c2)cc1
→ 11%	.	6%	-5	-2%	0%
Cc1ccc(NC2=CC(=O)CCC2)cc1C
→ 3%	4%	-14%	19	-30%	?
Cc1c(NC(=O)C(C)n2cc([N+](=O)[O-])cn2)c(=O)n(-c2ccccc2)n1C (stereo unspecified)
→ 26%	3%	-1%	?	-9%	-10%
COc1ccc(OC)c(NC(=O)CSc2nnc(CNC(=O)c3cccs3)o2)c1
→ 1%	-10%	.	-15	4%	-13%
CNC(C)C#Cc1c(-c2cc(OC)c(OC)c(OC)c2)noc1C (stereo unspecified)
→ ?	-19%	-10%	101	?	?
CCOc1cc(C(=S)N2CCN(C)CC2)ccc1OCC(=O)N1CCOCC1
→ 11%	7%	-1%	26	-3%	-7%
O=C(NCCc1cccs1)c1ccc(Cl)cc1
→ -20%	-3%	-5%	-1	1%	1%
O=C(/C=C1\NCC2c3ccccc3CCN2C1=O)c1ccccc1 (stereo unspecified)
→ 16%	1%	.	157	?	-8%
CCC1C(=O)N=C(SCC(=O)Nc2nc3ccccc3s2)NC1=O (stereo unspecified)
→ 17%	-4%	-7%	1	-9%	-5%
CCCCn1c(SCC(=O)NC2CCCC2)nc2ccccc2c1=O
→ 1%	8%	.	-12	4%	?
COc1ccc(F)cc1S(=O)(=O)N1CCCC(C)C1 (stereo unspecified)
→ 11%	5%	3%	3	-18%	-11%
CC(C)(C)OC(=O)N1CCC(c2c(C(=O)NCCN3CCOCC3)cnn2-c2ccc(F)cc2)CC1
→ .	.	.	-3	0%	-7%
CCOC(=O)NC(Cc1c[nH]c2ccccc12)C(=O)NCCc1ccc(S(N)(=O)=O)cc1 (stereo unspecified)
→ 5%	30%	3%	5	3%	0%
CCCc1nc2oc3c(NCC(C)O)ncnc3c2c2c1CCCC2 (stereo unspecified)
→ ?	13%	4%	?	8%	1%
Nc1ccc(CNc2ncn[nH]2)cc1
→ 12%	-10%	-2%	-29	-4%	-5%
Oc1ccc(Br)cc1-c1n[nH]c(=S)n1Cc1ccccc1
→ 17%	87%[activator]	27%	-15	1%	0%
Cc1cccn2c(=O)c3cc(C(=O)O)n(C)c3nc12
→ 15%	-8%	-5%	-14	-6%	-6%
COc1ccc(C)c2sc(N(CCN(C)C)C(=O)c3cccc(N4C(=O)CCC4=O)c3)nc12
→ -3%	0%	.	-15	2%	?
CCn1c(COC(=O)CNC(=O)c2ccccc2F)nc2cc(S(=O)(=O)N(C)C)ccc21
→ -3%	3%	.	-15	-3%	-16%
CCN(CC)C(=O)N1CCn2c(nc3ccccc32)C1
→ 28%	-5%	4%	-1	-18%	-9%
c1ccc(NCc2cccnc2)cc1
→ 3%	-2%	-1%	-6	2%	-1%
COc1ccc(NC(=O)Cn2c(SCc3cccc(Cl)c3)nc3ccncc32)c(OC)c1OC
→ .	.	.	-1	-4%	-1%
COc1cccc(NC(=O)CNC(=O)[C@@H]2Cc3ccccc3CN2C(=O)OC(C)(C)C)c1
→ -1%	13%	9%	-37	-13%	?
CCN(c1ccc(OCC(=O)OCC(=O)Nc2ccc(F)c(F)c2F)cc1)S(=O)(=O)c1ccccc1
→ 28%	-10%	15%	.	-13%	-3%
CCCn1c2ccccc2c2cnn(CC(=O)N3CCCC(C)C3)c(=O)c21 (stereo unspecified)
→ .	.	.	-62*	3%	22%
COCCn1c(C)cc(C(=O)CN2c3cccc4cccc(c34)S2(=O)=O)c1C
→ ?	18%	.	18	.	.
CCN(CC)c1cc(C)c2cc(NC(=O)c3ccc(F)cc3Cl)ccc2n1
→ .	.	.	?	0%	?
COc1ccccc1NC(=O)C(=O)NCCC1CCCCN1S(=O)(=O)c1ccccc1 (stereo unspecified)
→ ?	-17%	.	7	-3%	-12%
CS(=O)(=O)c1ccc(C(=O)NCc2ccc(F)cc2)cc1
→ 10%	7%	3%	23	4%	0%
COc1cccc(CC(=O)OCC(=O)NNC(=O)c2ccc([N+](=O)[O-])cc2)c1
→ 12%	42%[activator]	.	15	-19%	6%
CC(C)(C)c1nn2cnnc2n(/N=C/c2cccc3ccccc23)c1=O
→ 30%	5%	-3%	-25	4%	?
C[C@H](NC(=O)OC(C)(C)C)C(=O)NCC1CCC(C(=O)N[C@@H](Cc2ccccc2)C(=O)O)CC1 (stereo partly specified)
→ 23%	10%	-4%	21	-3%	0%
CCOC(=O)Nc1ccc(S(=O)(=O)Nc2cc(C)on2)cc1
→ 4%	-6%	2%	-14	-13%	0%
COc1cc(C(=O)N2CCN(c3ccccc3OC)CC2)c([N+](=O)[O-])cc1OC
→ -21%	-21%	2%	1	53%[activator]	-5%
CCCC1=Nc2cc(C(=O)NCCc3ccccc3)ccc2Sc2ccc(C)cc21
→ .	.	.	-67*	3%	13%
O=[N+]([O-])c1c(Nc2ccc(Br)cc2)ccc2nonc12
→ -12%	-8%	5%	-12	1%	3%
CC(=O)c1cccc(-n2c(CCC(=O)O)ccc2-c2cccs2)c1
→ -15%	-8%	8%	40	5.6µM*	-14%
O=C(CN1C(=O)COc2ccc(Cl)cc21)N1CCc2ccccc21
→ -11%	1%	2%	-1	6%	0%
O=C(NC1CC2CCCC(C1)N2)c1ccccc1 (stereo unspecified)
→ 20%	5%	4%	17	-18%	3%
CC1CN(C2CCCCC2)C(=S)NC1=O (stereo unspecified)
→ -2%	17%	.	-3	.	.
O=C(NCCCCc1ccccc1)c1ccccc1Br
→ 16%	9%	.	49	.	.
CCc1cccc(NC(=O)Cn2c(=O)n(CCCCCC(=O)NCc3ccc(F)cc3)c(=O)c3sccc32)c1
→ .	.	.	-7	-9%	-7%
CCOc1ccc(C(c2c(NC(=O)c3ccccc3)sc(C)c2C)N2CCN(C)CC2)cc1 (stereo unspecified)
→ -19%	-3%	8%	-2	-1%	5%
CCOc1ccc(NC(=O)CN(C)C(=O)c2cn(-c3ccc(F)cc3)nc2-c2cccc(OC)c2)cc1OCC
→ ?	-10%	.	-14	-7%	-7%
Cc1cc2ccccn2c1C(=O)c1ccc(N/N=C/c2ccc(C(=O)O)cc2)c([N+](=O)[O-])c1
→ 2%	13%	2%	-3	1%	-10%
CCOC(=O)C1CCN(S(=O)(=O)c2ccc3c(c2)CC(=O)N3)CC1
→ 20%	1%	5%	-15	5%	-8%
CC(c1ccccc1)N1C(=O)NC(NC(=O)c2cccnc2)(C(F)(F)F)C1=O (stereo unspecified)
→ 13%	-22%	1%	7	4%	-2%
CCOC(=O)C1CCCN(c2nc(C)nc3c2oc2ccccc23)C1 (stereo unspecified)
→ -13%	-7%	-13%	3	6%	-11%
C=CC[n+]1c(-c2ccc(C)cc2)csc1Nc1ccc(NC(C)=O)cc1
→ -27%	-17%	-22%	-88*	0%	6%

By substructure, the entries above with an aryl methoxy group (11)
Under each structure – HCV inhibitor	AMA1-RON2 inh	FBPA Giardia inh	HCMV antiviral	Sm TGR inh	AmpC inh detg
COc1ccc(CCC(=O)Nc2ccc(Cl)c(S(=O)(=O)N3CCCC3)c2)cc1
→ 5.6µM*	-21%	0%	-103*	2%	2%
COc1ccc(OC)c(NC(=O)CSc2nnc(CNC(=O)c3cccs3)o2)c1
→ 1%	-10%	.	-15	4%	-13%
CNC(C)C#Cc1c(-c2cc(OC)c(OC)c(OC)c2)noc1C (stereo unspecified)
→ ?	-19%	-10%	101	?	?
COc1ccc(F)cc1S(=O)(=O)N1CCCC(C)C1 (stereo unspecified)
→ 11%	5%	3%	3	-18%	-11%
COc1ccc(C)c2sc(N(CCN(C)C)C(=O)c3cccc(N4C(=O)CCC4=O)c3)nc12
→ -3%	0%	.	-15	2%	?
COc1ccc(NC(=O)Cn2c(SCc3cccc(Cl)c3)nc3ccncc32)c(OC)c1OC
→ .	.	.	-1	-4%	-1%
COc1cccc(NC(=O)CNC(=O)[C@@H]2Cc3ccccc3CN2C(=O)OC(C)(C)C)c1
→ -1%	13%	9%	-37	-13%	?
COc1ccccc1NC(=O)C(=O)NCCC1CCCCN1S(=O)(=O)c1ccccc1 (stereo unspecified)
→ ?	-17%	.	7	-3%	-12%
COc1cccc(CC(=O)OCC(=O)NNC(=O)c2ccc([N+](=O)[O-])cc2)c1
→ 12%	42%[activator]	.	15	-19%	6%
COc1cc(C(=O)N2CCN(c3ccccc3OC)CC2)c([N+](=O)[O-])cc1OC
→ -21%	-21%	2%	1	53%[activator]	-5%
CCOc1ccc(NC(=O)CN(C)C(=O)c2cn(-c3ccc(F)cc3)nc2-c2cccc(OC)c2)cc1OCC
→ ?	-10%	.	-14	-7%	-7%

Part of the list above, tab-delimited:
Molecule	HCV inhibitor	AMA1-RON2 inh	FBPA Giardia inh	HCMV antiviral	Sm TGR inh	AmpC inh detg
CCOc1ccc(C(c2c(NC(=O)c3ccccc3)sc(C)c2C)N2CCN(C)CC2)cc1 (stereo unspecified)	-19%	-3%	8%	-2	-1%	5%
CCOc1ccc(NC(=O)CN(C)C(=O)c2cn(-c3ccc(F)cc3)nc2-c2cccc(OC)c2)cc1OCC	?	-10%	.	-14	-7%	-7%

Rows were taken by chance. About 9.3% of those tested had a hit in this group.
